Assay outcomes as filed in PubChem.
M1 PAM parental – nonselective activator or artifact in parental CHO-K1 calcium assay; ATP EC20, Fluo-8 calcium fluorescence; 0% at ATP EC20, 100% at ATP max; activation, % at 3 µM; 0.02% of 360,000 active; AID 602247;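 active means activation above the run cutoff, the mean activation of all test compounds plus 3 SD, cut at about 40% in these data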;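 further: peak over basal fluorescence ratio in a 140 s read after ATP addition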
OXTR potentiate – potentiators of human oxytocin receptor; AID 2445; activation, % at 3 µM; CHO-OTR cells, Fluo-8 calcium fluorescence, potentiator mode; 0% = oxytocin EC15, 100% = EC100; 0.061% of 320,000 active;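 active means activation above that plate's cutoff, the mean activation of tested compounds plus 3 SD, cut at about 6.6% in these data, passing the limit was not always enough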;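 further: 100% uses oxytocin at 75 nM as the full agonist control; some results filed as inactive read as strong as hits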
Target sequence (P30559 whole entry, looked up): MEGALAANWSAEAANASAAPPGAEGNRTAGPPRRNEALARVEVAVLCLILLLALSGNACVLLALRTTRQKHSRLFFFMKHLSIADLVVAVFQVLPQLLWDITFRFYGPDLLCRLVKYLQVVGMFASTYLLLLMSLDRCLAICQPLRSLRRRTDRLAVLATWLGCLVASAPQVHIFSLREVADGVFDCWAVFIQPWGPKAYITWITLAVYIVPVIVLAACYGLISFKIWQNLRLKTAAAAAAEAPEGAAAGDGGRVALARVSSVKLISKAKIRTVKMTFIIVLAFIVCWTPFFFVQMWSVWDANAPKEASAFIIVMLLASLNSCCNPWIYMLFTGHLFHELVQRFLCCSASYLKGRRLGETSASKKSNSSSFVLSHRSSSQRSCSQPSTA
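Material: human OTR in CHO cells. Compound: 3.0 µM, one dose. Timing: compound 6 min at room temperature before oxytocin, 100 s read. Evaluation: % activation of max/min ratio relative to oxytocin controls. Replication: single well per compound, singlicate. Signal: Fluo-8 calcium dye fluorescence.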
CHO-K1 Ca ag – M1 agonist counterscreen hit in parental CHO-K1 cells; Fluo-8 calcium fluorescence; scaled to maximal ATP response, vehicle zero; activation, % at 3 µM; 0.48% of 360,000 active; in the data active means activation above about 15%;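 further: untransfected CHO-K1 host cells lacking M1 receptor as counterscreen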
CHO-K1 Ca antag – M1 antagonist counterscreen hit in parental CHO-K1 cells; ATP-induced calcium, Fluo-8 fluorescence; AID 602250; 0.6% of 360,000 active; inhibition, % at 3 µM;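 active means inhibition above a per-plate cutoff, the plate's mean sample inhibition plus 3 SD, cut at about 24% in these data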;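 further: 0% = DMSO plus EC80 ATP and 100% = DMSO alone without ATP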
TAAR1 antagonist – antagonists of human TAAR1; Q96RJ0; CHO RD-HGA16 TAAR1, Fluo-8 calcium fluorescence, antagonist; inhibition, % at 3 µM; 1.5% of 360,000 active; AID 624466;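 active means inhibition above a per-plate cutoff, the mean inhibition of test compounds on that plate plus 3 SD, cut at about 49% in these data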;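 further: 0% = DMSO plus EC80 beta-PEA response and 100% = DMSO alone without agonist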
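Test system: hTAAR1-expressing CHO RD-HGA16 cells, Gα16-coupled; Probe or stimulus: EC80 β-phenethylamine stimulus; Compound dosing: single nominal final test compound concentration of 3 µM; Timing: 140 s kinetic read after compound, 140 s after agonist; Signal: Fluo-8 calcium-sensitive fluorescence; Measure: % inhibition of agonist calcium response; Controls: DMSO and EC80 PEA controls.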
V1R ag counter – activates human V1a receptor in oxytocin agonist counter-screen; activation, % at 3 µM; P37288; 0.25% of 320,000 active; CHO-V1R cells, Fluo-8 calcium fluorescence, agonist mode; 0% DMSO, 100% 3 nM vasopressin; AID 2797;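 active means activation above the mean activation of all tested compounds plus 3 SD, per screening run, cut at about 20% in these data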;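 further: signal is peak over basal fluorescence ratio across a 100 second FLIPR read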
Target sequence (P37288 whole entry, looked up): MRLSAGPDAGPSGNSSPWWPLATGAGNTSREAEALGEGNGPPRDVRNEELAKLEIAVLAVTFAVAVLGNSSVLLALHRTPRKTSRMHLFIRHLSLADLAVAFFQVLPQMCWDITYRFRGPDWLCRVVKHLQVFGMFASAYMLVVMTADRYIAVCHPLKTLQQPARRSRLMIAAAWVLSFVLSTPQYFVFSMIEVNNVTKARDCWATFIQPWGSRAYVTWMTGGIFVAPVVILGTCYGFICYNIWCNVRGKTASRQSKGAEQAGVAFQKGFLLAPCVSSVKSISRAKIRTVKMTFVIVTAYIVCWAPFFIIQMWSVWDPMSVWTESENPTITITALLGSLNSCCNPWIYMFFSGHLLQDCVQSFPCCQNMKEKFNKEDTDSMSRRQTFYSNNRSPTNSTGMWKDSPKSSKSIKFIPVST
GPR7 antag – antagonists of human GPR7 (neuropeptides B/W receptor 1); inhibition, % at 4.4 µM; 1.1% of 290,000 active; P48145; AID 1861; GPR7-expressing cells, fluorescence antagonist assay; in the data active means inhibition above about 16%, passing the limit was not always enough;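 further: cells stimulated with the agonist NPW; 0% = agonist with vehicle and 100% = vehicle without agonist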
OXTR ag – agonists of human oxytocin receptor; P30559; CHO-OTR cells, Fluo-8 calcium fluorescence; normalized: DMSO 0%, oxytocin 100%; activation, % at 3 µM; 0.32% of 320,000 active;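 active means activation above the mean of all tested compounds plus 3 SD, cutoff set per screening run, cut at about 20% in these data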;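 further: peak over basal fluorescence ratio from a 100 s FLIPR kinetic read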
CHO parental Ca – counter-screen for OX1R antagonists: effect in parental CHO cells | parental CHO-K1, ATP-induced calcium, Fluo-8 fluorescence | inhibition, % at 5.6 µM | 0.63% of 330,000 active;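 active means inhibition above that plate's mean sample inhibition plus 3 SD, cut at about 26% in these data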;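 further: 0% = ATP-challenged DMSO wells and 100% = DMSO wells without ATP; some compounds past the cut are filed as inactive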
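Material – parental CHO cells · Reagent – ATP stimulus · Compound – single nominal dose of 5.6 µM per compound · Detection – Fluo-8 fluorescence · Read-out basis – percent inhibition of calcium signal · Controls – ATP-challenged DMSO wells low, unchallenged DMSO wells high · Repeats – no replicates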
The depositor's hits bear a star; nt = not tested or not shown.

Each structure is followed by: M1 PAM parental	OXTR potentiate	CHO-K1 Ca ag	CHO-K1 Ca antag	TAAR1 antagonist	V1R ag counter	GPR7 antag	OXTR ag	CHO parental Ca
> c1ccc(-n2c3ccccc3c3ccccc32)cc1
 : -3	-16	-0.1	-3	-40	-0.7	-17	-1.6	-16
> COc1ccc(NC(=O)c2cccc(S(=O)(=O)N3CCCCC3)c2)c(OC)c1
 : 13	-10	3.8	-14	2	1.6	2	1.2	-20
> COc1ccc(CCNC(=O)CCNC(=O)c2ccc(Cl)cc2)cc1OC
 : 6	-3	1.0	-1	-5	0.3	-5	-2.1	-10
> O=C(c1ccc(F)cc1)c1c[nH]c(C(=O)NCCCN2CCOCC2)c1
 : 12	-1	0.3	2	11	-0.1	-2	0.2	0
> Cc1ccc(S(=O)(=O)Cc2ccc(C(=O)NCCCN3CCN(C)CC3)o2)cc1
 : 19	0	0.5	-3	-5	0.8	-7	0.6	-9
> CCCCn1c(SCC(=O)OCC)nnc1-c1ccoc1C
 : 22	-11	1.4	-16	-1	1.2	2	0.8	-18
> CCn1c(SCC(=O)Nc2ccc(NC(=O)c3ccco3)c(OC)c2)nc2ccccc2c1=O
 : 4	1	-0.5	0	5	0.1	11	1.2	-13
> CC(C)COc1ccc(CSCCNC(=S)Nc2ccccc2)cc1
 : 4	-17	2.5	-21	34	1.4	-25	-0.4	5
> O=C(C1=C[C@H](c2ccc(C(F)(F)F)cc2)C[C@H](OCc2ccc(CO)cc2)O1)N1CCN(Cc2ccc3c(c2)OCO3)CC1
 : -3	-6	-0.3	-11	13	0.8	0	-1.0	-27
> NS(=O)(=O)c1cc(C(=O)NC2CCSc3ccccc32)ccc1Cl (stereo unspecified)
 : -5	1	0.2	-7	5	0.3	-6	0.5	-9
> Cc1cc(C(=O)O[C@H]2[C@H](Cc3ccccc3)NS(=O)(=O)[C@H]3C[C@@H]4C=C[C@]23O4)ccc1[N+](=O)[O-]
 : -5	-4	0.4	-4	-5	0.6	nt	-0.3	-9
> CCCNC(=O)Nc1nccs1
 : -6	7	-0.1	14	5	0.7	4	1.5	-6
> CCOCCCNC(=O)C(NC(=O)c1ccc(NC(C)=O)cc1)c1ccc(OC)cc1 (stereo unspecified)
 : 20	6	1.3	-12	-7	0.5	-19	1.5	-2
> O=C(O)CSCC(=O)Nc1ccc(-c2nc3ccccc3s2)cc1
 : 16	-2	7.5	-3	-30	0.3	-6	-0.5	-18
> N#Cc1c(-c2ccccc2)c(C#N)c2nc3ccccc3n2c1N
 : 1	-13	9.7	14	32	10	-7	19	-2
> CC(C)(C)c1ccc(OCCC(=O)NC2=NCCS2)cc1
 : 12	-15	0.5	-3	18	6.0	4	7.4	-16
> CN(C)S(=O)(=O)c1cccc(C(=O)NCC(C)(C)CNC(=O)c2cccc(S(=O)(=O)N(C)C)c2)c1
 : -2	-12	1.1	-14	-41	0.0	0	0.5	-20
> COc1ccc(NC(=O)CN(C)S(=O)(=O)c2ccc3[nH]c(=O)oc3c2)cc1
 : 5	-11	0.4	-9	4	-0.3	-15	-0.7	-28
> Cc1cc(NS(=O)(=O)c2ccc(NC(=O)c3cnc(Cl)c(Cl)c3)cc2)nc(C)n1
 : -16	7	0.0	1	4	0.5	nt	0.2	-17
> Cc1ccc(Cn2nnnc2CN2CCC(O)(c3cccnc3)CC2)cc1
 : 14	-5	0.2	-17	0	0.7	-6	-0.7	-5
> COc1ccccc1N(CC(=O)NC1CC2CCC1C2)S(=O)(=O)c1ccc(C)cc1 (stereo unspecified)
 : -8	-6	-0.1	0	-15	-0.8	-8	-0.6	-17
> Cc1ccc(SCCNC(=S)Nc2cc(C)ccc2C)cc1
 : 23	-20	2.6	-5	33	2.8	-16	-1.9	31
> COC(=O)CCC(=O)N(C)CC1CCCN(CCc2cccc(C(F)(F)F)c2)C1 (stereo unspecified)
 : 5	-3	-0.1	-2	-18	0.3	-8	-0.2	-18
> Cn1cnc2c1c(=O)n(Cc1c(Cl)cccc1Cl)c(=O)n2C
 : 10	-4	0.2	-3	-4	-0.1	-22	1.5	-10
> CCn1ccc(=N)cc1
 : -8	-4	0.4	-6	0	0.6	5	0.4	-18
> N#CCOc1coc(CN2CCN(c3ccccc3)CC2)cc1=O
 : -1	-4	0.7	-9	-24	0.3	-2	0.1	0
> C[C@H]1COc2cc(N3CC[C@H](O)C3)ccc2S(=O)(=O)N1
 : 11	nt	0.2	-3	-5	nt	nt	nt	nt
> O=C(Cn1cccc1C(=O)c1ccccc1)NCCc1ccccc1
 : -6	-14	0.1	0	2	-0.8	-2	-2.8	-5
> O=C(O)c1cccc(Oc2ccc([N+](=O)[O-])cc2)c1
 : 21	-3	0.6	-11	-10	0.2	-4	1.6	2
> CC1CCC(NC(=O)c2cc(S(=O)(=O)N3CCCCC3)ccc2N2CCOCC2)CC1 (stereo unspecified)
 : -4	2	-0.7	-13	-4	-0.9	nt	-2.4	-12

Each structure is followed by: M1 PAM parental	OXTR potentiate	CHO-K1 Ca ag	CHO-K1 Ca antag	TAAR1 antagonist	V1R ag counter	GPR7 antag	OXTR ag	CHO parental Ca
> O=C(CSc1ccc([N+](=O)[O-])cn1)Nc1cc(C(F)(F)F)ccc1N1CCOCC1
 : -14	-2	0.9	-4	-9	0.5	12	-1.0	-2
> Cc1ccc(S(=O)(=O)NC2CCCC(C(=O)O)C2)cc1 (stereo unspecified)
 : 12	0	0.2	3	7	-0.2	-5	0.2	4
> O=C(CCC(=O)Nc1nnc(C2CCCCC2)s1)NCC1CCCO1 (stereo unspecified)
 : 5	-6	-0.2	5	-5	-0.5	3	-0.1	-7
> O=C(Cc1ccc([N+](=O)[O-])cc1)N1CCc2ccccc2C1
 : -4	9	0.9	8	-4	0.1	-6	-1.2	-12
> Cc1cc(C(=O)O)n(C(C)(C)C)n1
 : 4	-6	3.5	2	-1	1.5	-8	0.1	4
> COc1cc(C(=O)NCC2CCCCC2)ccc1OCc1c(C)noc1C
 : 11	-1	0.7	3	-3	0.6	nt	-0.7	-23
> Nc1nnc(SCC(=O)OCc2ccc(F)cc2)s1
 : 12	-6	0.8	-7	-10	1.2	-9	0.3	2
> O=C(Cn1c2c(c(-c3ccccc3)cc1=O)CCCC2)N1CCCCCC1
 : 16	-6	0.7	-6	-36	-0.8	-11	-1.6	-10
> Cc1cccc(C)c1NC(=O)CSc1nnc(-c2ccoc2C)n1CCc1ccccc1
 : -5	-7	0.6	8	20	-1.0	-2	-1.0	-14
> Cc1ccc2cc(CCNC(=O)c3cccs3)c(=O)[nH]c2c1
 : 9	-5	2.3	-3	-1	0.1	-10	-0.2	-22
> CC(=O)C1=C(C)NC(=O)CC1c1ccccc1Cl (stereo unspecified)
 : 13	-6	0.3	-11	-9	0.9	-14	-0.2	-1
> COC(=O)C1=C(C)n2nnnc2NC1c1ccc(Cl)cc1 (stereo unspecified)
 : -2	-1	0.0	6	-2	-0.4	-21	-1.1	-12
> Cc1csc(C(C#N)C(=O)c2cc3ccccc3o2)n1 (stereo unspecified)
 : -7	-8	2.9	-1	7	0.5	-5	-0.2	-1
> COc1ccc(OC)c(NC(=O)Nc2ccc(Cl)cc2)c1
 : -12	-5	1.0	8	nt	2.5	18	3.3	-14
> COc1cc(C(=O)C(O)c2ccc(O)c(OC)c2)ccc1O (stereo unspecified)
 : 26	nt	4.0	-14	-8	nt	nt	nt	nt
> C1COCCNCCOCCOCCOCCN1
 : -3	-4	0.4	-5	-10	0.8	1	-0.2	-2
> CN(CCc1ccccc1)C(=O)c1ccc(NC(=O)Cc2cccc(NC(=O)C3CCN(C(=O)c4ccccc4)CC3)c2)cc1
 : 18	nt	1.7	-14	-2	nt	nt	nt	nt
> O=C(Nc1nnc(-c2ccccc2)o1)Nc1ccc(F)cc1F
 : 14	7	0.0	6	0	0.5	-6	0.5	0
> CC1NC(=O)c2ccccc2-n2c1nc1cc(F)ccc1c2=O (stereo unspecified)
 : nt	-3	nt	nt	-5	-0.1	nt	0.8	-5
> COc1ccc(OCc2cc(C(=O)N(C)CC3CCCCO3)no2)c(Cl)c1 (stereo unspecified)
 : -10	-11	1.4	6	-6	1.2	0	-0.1	0
> CCOC(=O)c1c(NC(=O)C(F)(OC)C(F)(F)F)sc2c1CCN(C)C2 (stereo unspecified)
 : -4	-1	-0.2	9	3	0.7	18	0.8	-18
> COc1ccc2oc(C)c(NC(C)=O)c2c1
 : 10	0	0.1	-7	-10	-0.4	-9	0.7	8
> COc1ccccc1-c1nnc(SCC(=O)NC2CCCCC2)n1C
 : -4	-6	0.6	-3	-8	-0.6	-7	-0.5	5
> CC(=Nc1ccccc1)C1=C(O)CSC1=O
 : 17	3	0.3	-18	-5	0.2	-12	-0.2	-7
> Nc1cc2c3c(cccc3c1)C(=O)N(CCN1CCCC1)C2=O
 : -7	-13	1.6	-13	5	0.9	15	0.7	0
> Cc1nc2c3ccccc3n(Cc3ccccc3F)c2s1
 : 20	7	1.6	-18	23	-0.7	-6	-2.3	-13
> Cc1ccc(NC(=O)C2CCCO2)c(Br)c1 (stereo unspecified)
 : 25	-3	-0.1	-16	-8	-0.2	nt	-2.6	-7
> CN(CC(CC(=O)Nc1nncs1)c1ccccc1)S(=O)(=O)c1ccccc1 (stereo unspecified)
 : 11	-1	1.5	-2	-3	0.4	0	-1.2	-18
> CCC(=O)N1CCc2cc(Br)c(S(=O)(=O)CCC(=O)NCCc3ccccc3)cc21
 : 14	nt	0.3	-13	3	nt	nt	nt	nt
> S=c1[nH]nc(-c2n[nH]c3c2CCC3)n1/N=C/C=C/c1ccco1
 : -1	-1	-0.3	2	-41	0.0	-10	-2.7	-7

Each structure is followed by: M1 PAM parental	OXTR potentiate	CHO-K1 Ca ag	CHO-K1 Ca antag	TAAR1 antagonist	V1R ag counter	GPR7 antag	OXTR ag	CHO parental Ca
> Cc1ccc(C2/C(=C(\O)c3cnn(-c4ccccc4)c3C)C(=O)C(=O)N2CCN(C)C)o1 (stereo unspecified)
 : 22	-2	0.7	-14	-1	2.1	10	1.1	-8
> Cc1csc(NC(=O)C2CCN(S(=O)(=O)c3ccccc3)CC2)n1
 : 0	nt	2.9	-3	4	nt	nt	nt	nt
> COC(=O)C1=C(C)N(c2cccc(C)c2)C(=O)/C1=C\c1cccs1
 : 1	-8	0.4	2	-3	-0.5	-1	-2.2	-15
> COc1ccc(CN2CCN(Cc3cccc(OC)c3)C(CCO)C2)cc1 (stereo unspecified)
 : 15	-1	1.5	-2	-7	1.5	-10	2.6	-16
> CSCCC(NS(=O)(=O)c1ccc(Cl)c(Cl)c1)C(=O)O (stereo unspecified)
 : 13	-6	0.1	-12	-15	-1.0	-6	-1.4	-2
> COc1cc2nc(CN3CCOCC3)n(CC(=O)NCC(F)(F)F)c(=O)c2cc1OC
 : -9	1	0.3	11	-13	0.7	-5	1.5	3

Compounds were not picked by outcome. Share with any hit: about 3.5%.
